# MrgX1 agonist – activates human MrgX1 receptor signaling | Q96LB2 | B-score at 10 µM | MrgX1-HEK293 cells, Fluo-4 calcium fluorescence, agonist mode; active compounds read high | 310,000 tested, 0.44% active;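 active = calcium response B-score plate-corrected fluorescence ratio at least 3 library SD, with starting fluorescence B-score inside 5 SD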
#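 Material: MrgX1-expressing HEK293 cells / Dosing: compound as first of three additions / Incubation: overnight seeding, then 1 h dark dye loading / Signal: Fluo-4 NW calcium fluorescence / Evaluation: B-scored fluorescence response ratio / Benchmarks: positive and negative control wells on each plate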
# TRPC6 activator – activators of mouse TRPC6 channel | Q61143 | HEK293-TRPC6 membrane potential dye fluorescence; active compounds read high | B-score at 10 µM | 310,000 tested, 0.13% active;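 active = B-score of the integrated fluorescence ratio above library mean plus 3 SD, and starting fluorescence ratio within library mean plus 5 SD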;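 note: higher score means more depolarization so channel activation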
# Target sequence (Q61143 whole entry, looked up): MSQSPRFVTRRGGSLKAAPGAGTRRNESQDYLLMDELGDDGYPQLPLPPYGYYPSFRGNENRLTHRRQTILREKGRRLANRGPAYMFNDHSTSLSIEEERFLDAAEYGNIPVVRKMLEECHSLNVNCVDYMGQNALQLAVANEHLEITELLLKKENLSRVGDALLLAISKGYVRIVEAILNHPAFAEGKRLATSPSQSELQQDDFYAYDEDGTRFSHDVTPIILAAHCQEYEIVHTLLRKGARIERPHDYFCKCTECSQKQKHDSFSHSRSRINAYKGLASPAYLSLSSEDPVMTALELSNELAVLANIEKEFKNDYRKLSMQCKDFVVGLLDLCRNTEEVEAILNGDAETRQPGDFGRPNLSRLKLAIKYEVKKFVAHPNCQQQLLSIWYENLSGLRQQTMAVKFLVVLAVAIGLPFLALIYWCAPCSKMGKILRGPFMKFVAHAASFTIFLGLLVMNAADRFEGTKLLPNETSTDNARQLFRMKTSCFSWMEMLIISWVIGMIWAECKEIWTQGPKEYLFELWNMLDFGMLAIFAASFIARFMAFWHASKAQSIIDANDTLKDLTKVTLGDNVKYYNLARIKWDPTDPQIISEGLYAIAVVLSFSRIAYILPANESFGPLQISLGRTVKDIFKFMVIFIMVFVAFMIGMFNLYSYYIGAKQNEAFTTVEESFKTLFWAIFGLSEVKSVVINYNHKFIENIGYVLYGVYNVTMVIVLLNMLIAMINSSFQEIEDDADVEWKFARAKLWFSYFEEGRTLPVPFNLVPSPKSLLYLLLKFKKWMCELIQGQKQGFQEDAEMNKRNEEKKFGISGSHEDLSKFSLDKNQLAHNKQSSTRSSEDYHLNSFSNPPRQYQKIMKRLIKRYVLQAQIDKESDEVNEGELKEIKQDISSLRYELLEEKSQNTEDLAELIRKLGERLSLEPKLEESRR
# TRPC6 inh – blocks the mouse TRPC6 cation channel; B-score at 10 µM; HEK293-TRPC6, membrane potential dye, ACh-evoked depolarization; active compounds read low; 310,000 tested, 1.1% active; AID 2553;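 active = B-score under library mean minus 3 SD, initial fluorescence not abnormally high, positive integrated signal ratio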;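 note: B-score derived from integrated fluorescence ratio over the kinetic read; more negative B-score means stronger inhibition of depolarization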
# MrgX1 allo act – allosterically activates human MrgX1 receptor signaling | 310,000 tested, 0.63% active | Q96LB2 | B-score at 10 µM | MrgX1-HEK293, Fluo-4 calcium flux, FDSS; active compounds read high | AID 588675;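 active = plate-corrected calcium response at least 3 library SD above typical, normal starting fluorescence, not activating the receptor alone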;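 note: compound read alongside a low EC10 to EC30 dose of BAM8-22 agonist; peak minus trough fluorescence over baseline measured at the second addition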
# MrgX1 antag – human MrgX1 receptor antagonism, primary screen. Q96LB2. B-score at 10 µM. 310,000 tested, 1.3% active. MRGX1-HEK293 calcium flux, Fluo-4, BAM8-22 antagonism; active compounds read low. AID 588676;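 active = calcium-response B-score plate-corrected more than 3 library SD below zero, starting fluorescence within 5 deviations, no agonist response on first addition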;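 note: peak minus trough fluorescence over baseline after final BAM8-22 challenge near maximal dose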
# TRPC4 block – TRPC4 (mouse) channel inhibition; Q9QUQ5; HEK293 TRPC4beta/mu-opioid, DAMGO-evoked Fluo4 calcium flux; active compounds read low; B-score at 10 µM; 300,000 tested, 0.39% active; AID 2247;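 active = B-score over 3 SD under the library average, no early fluorescence shift, positive overall ratio signal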
#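 material = TRPC4beta/mu-opioid receptor HEK293 cell line | probe or stimulus = sequential submaximal and maximal DAMGO stimulation | compound dosing = one concentration per compound | measured by = Fluo4 Ca2+ flux fluorescence | evaluation = integrated fluorescence ratio relative to baseline, converted to per-well B score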
# ANO1 block – inhibitors of mouse TMEM16A calcium-activated chloride channel. Q8BHY3. normalized B-score (activity score, 25-100; higher = stronger inhibition) at 10 µM. 310,000 tested, 1.2% active. HEK293 TMEM16A/YFP iodide influx fluorescence, ionomycin;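 active = ratio plate-corrected score three or more library SD toward inhibition, starting fluorescence score within five deviations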;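 note: score derived from kinetic fluorescence span divided by baseline fluorescence per well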
# RGS4 block – inhibitors of human RGS4 | P49798 | HEK293 M3R/RGS4 inducible, Fluo-4 calcium flux; active compounds read high; triggered by carbachol at its EC20 | B-score at 10 µM | 310,000 tested, 0.45% active | AID 463165;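 active = B-score, a plate-corrected calcium signal, over three deviations above library mean, with baseline fluorescence within five deviations of library mean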;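 note: RGS4 expression induced by doxycycline in cells with stable M3 receptor; B-score is computed from the integrated fluorescence ratio over baseline after carbachol; higher B-score means a larger calcium signal and so more RGS4 inhibition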
# Target sequence (P49798 whole entry, looked up): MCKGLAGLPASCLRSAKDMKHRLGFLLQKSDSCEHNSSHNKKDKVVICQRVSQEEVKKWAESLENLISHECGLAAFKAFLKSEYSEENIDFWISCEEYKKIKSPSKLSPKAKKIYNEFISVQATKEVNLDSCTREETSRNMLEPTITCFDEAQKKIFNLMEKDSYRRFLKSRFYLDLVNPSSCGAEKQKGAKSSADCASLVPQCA
# TRPC4 act – activators of mouse TRPC4 channel. Q9QUQ5. HEK293 TRPC4beta/mu-opioid, Fluo4 calcium fluorescence; active compounds read high. B-score at 10 µM. 310,000 tested, 0.49% active;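 active = B-score above 5 SD of library B-scores, and initial fluorescence ratio not above library mean plus 5 SD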;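 note: positive B-score marks a calcium rise read as TRPC4 activation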
#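 Material: TRPC4beta and mu-opioid receptor HEK293 stable cells | Incubation: 45 min room-temperature Fluo4 loading, 110 s read | Detection: Kinetic Fluo4 calcium fluorescence | Measure: Integrated baseline-normalised fluorescence ratio, converted to per-well B score | Benchmarks: Low control buffer alone, high control maximal DAMGO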
# TRPC4 potent – allosterically enhances the mouse TRPC4 cation channel | B-score at 10 µM | Q9QUQ5 | 310,000 tested, 0.42% active | HEK293 TRPC4beta/mu-opioid, DAMGO EC20, Fluo-4 Ca2+ flux; active compounds read high;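 active = B-score of calcium response area above 5 SD of library B-scores, with initial fluorescence ratio within 5 SD of library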;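 note: B-score of integrated fluorescence ratio over time as area under calcium response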
# TMEM16A act – activators or potentiators of mouse TMEM16A chloride channel; Q8BHY3; HEK293 TMEM16A/YFP-H148Q/I152L, iodide quench fluorescence; active compounds read low; B-score at 10 µM; 340,000 tested, 0.3% active;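 active = fluorescence-ratio B-score plate-corrected deviation score at least 3 library SD below zero, with starting fluorescence score within 5 deviations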;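 note: channel opened by trigger with iodide after compound preincubation; score built on the fluorescence ratio of max minus min over baseline; more negative score means more quench and so TMEM16A activation or potentiation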
# Starred values were filed as active, the others as inactive; i = inactive; nt = no result given.
SMILES,MrgX1 agonist,TRPC6 activator,TRPC6 inh,MrgX1 allo act,MrgX1 antag,TRPC4 block,ANO1 block,RGS4 block,TRPC4 act,TRPC4 potent,TMEM16A act
COc1cccc(S(=O)(=O)NCc2ccc(C(=O)N3CCN(Cc4ccccc4)CC3)cc2)c1,i,i,i,i,i,i,i,i,i,i,i
c1ccc(-c2nc3c(ccc4ccccc43)[nH]2)nc1,i,i,-6.2*,6.8*,i,i,i,i,i,i,i
COc1ccc(CNC(=O)c2c(C)cc(=O)oc2C)cc1,i,i,i,i,i,i,i,i,i,i,i
Cc1sc2nc(COC(=O)c3cccc(OC(F)F)c3)[nH]c(=O)c2c1C,i,i,i,i,i,i,i,i,i,i,i
COc1cccc(CNC(=O)CSc2cc(=O)n(C)c3ccccc23)c1,i,i,i,i,i,i,i,i,i,i,i
O=S(=O)(NCc1ccc2c(c1)OCO2)c1cnc[nH]1,i,i,i,i,i,i,i,i,i,i,i
NC(=S)N/N=C1\CCOc2ccc(Cl)cc21,i,i,i,i,i,i,i,i,i,i,i
Cc1cc(/C=C2\NC(=S)NC2=O)c(C)n1-c1cccnc1,i,i,i,i,i,i,i,i,i,i,i
CCCc1cc(NCCCO)n2c(nc3ccccc32)c1C#N,i,i,i,i,i,i,i,i,i,i,i
O=C(C1=C(O)C(=O)N(CC2CCCO2)C1c1cccnc1)c1ccco1 (stereo not given),i,i,i,i,i,i,i,i,i,i,i
COc1cc(/C=N/NC(=O)Cn2ccc(C(F)(F)F)n2)cc(OC)c1OC,i,i,i,i,i,i,i,i,i,i,i
COc1ccc(/C=N/S(=O)(=O)CCc2ccccc2)c(OC)c1,i,i,i,i,i,i,i,i,i,i,i
O=S(=O)(N[C@@H]1C[C@H]2CC[C@@H]1C2)c1cccs1,i,i,i,i,i,i,i,i,i,i,i
Cc1c(C#N)c2ccccc2n1CC(=O)N1CCCc2ccccc21,i,nt,nt,i,i,nt,i,nt,nt,nt,i
CO/N=C/C1CCN(c2ncc(C(F)(F)F)cc2Cl)C1=O (stereo not given),i,i,i,i,i,i,i,i,i,i,i
COc1ccc(C(C)=O)cc1CSc1nc2ccccc2c(=O)n1-c1cccc(C)c1,i,i,i,i,i,i,i,i,i,i,i
COC(=O)c1cc(S(=O)(=O)NCc2ccc3c(c2)OCO3)cn1C,i,i,i,i,i,i,i,i,i,i,i
COc1ccc(S(=O)(=O)n2nc(OC(=O)c3c(-c4ccccc4Cl)noc3C)cc2N)cc1,i,i,i,i,i,i,i,i,i,i,i
COc1cc2c(cc1OC)C(C)N(C(=O)C1=NN(c3cccc(C)c3)C(=O)CC1)CC2 (stereo not given),i,i,i,i,i,i,i,i,i,i,i
CN1CCN(/N=C/c2ccc(N(c3ccccc3)c3ccccc3)cc2)CC1,i,i,i,i,i,i,100*,i,i,i,i
CC(=O)Nc1cc(S(=O)(=O)Nc2ccc(C)cc2)c(C)cc1C,i,i,i,i,i,i,i,i,i,i,i
NC(c1ccccc1)c1ccncc1 (stereo not given),i,i,i,i,i,i,i,i,i,i,i
CN(C)c1nc(N)c2ncc(=S)[nH]c2n1,i,i,i,i,i,i,i,i,i,i,i
Cc1cc(-c2ccccc2)c(C#N)c(N)n1,i,i,i,i,i,i,i,i,i,i,i
COc1ccc(-c2nnc(-c3cccs3)o2)cc1OC,i,i,i,i,i,i,i,i,i,i,i

# Other entries.
SMILES,MrgX1 agonist,TRPC6 activator,TRPC6 inh,MrgX1 allo act,MrgX1 antag,TRPC4 block,ANO1 block,RGS4 block,TRPC4 act,TRPC4 potent,TMEM16A act
CCOC(=O)c1c(NC(=O)CSc2nnc3c(n2)[nH]c2ccccc23)sc2c1CCN(C)C2,i,i,i,i,i,i,i,i,i,i,i
CCCN(Cc1cc2cccc(C)c2[nH]c1=O)S(C)(=O)=O,i,i,i,i,i,i,i,i,i,i,i
CCOc1ccc(N(CC(=O)Nc2nccs2)S(=O)(=O)c2c(C)[nH]c(=O)[nH]c2=O)cc1,i,i,i,i,i,i,i,i,i,i,i
CCOC(=O)/C=c1\s/c(=C\c2ccccc2OC)c(=O)n1CC(=O)N1CCOCC1,i,nt,nt,i,i,nt,i,nt,nt,nt,i
CCOC(=O)c1c(-c2ccc(C)o2)csc1NC(=S)NC(=O)N(C)C,i,i,i,i,i,i,i,21*,i,i,i
COc1ccc(CNC(=O)COC(=O)c2c(-c3c(F)cccc3Cl)noc2C)cc1OC,i,i,i,i,i,i,i,i,i,i,i
Cc1c(C)c2ccc(OCC(=O)N3CCC(C(=O)O)CC3)cc2oc1=O,i,i,i,i,i,i,i,i,i,i,i
Cc1ccc2[nH]c3c(N4CCN(Cc5ccccc5)CC4)ncnc3c2c1,i,i,i,i,-6.2*,i,100*,i,i,i,i
CCCCN(Cc1ccccc1)c1ncnc2nc[nH]c12,i,i,i,i,i,i,i,i,i,i,i
Cc1cc(NC2CCCCC2)n2c(n1)nc1ccccc12,i,i,-5.5*,i,i,i,i,i,i,i,i
CC(C)(C)C(=O)c1cnc(Nc2ccccc2Cl)s1,i,i,i,7.1*,i,i,i,i,i,i,i
O=C(Nc1cccc(Oc2c(F)c(F)c(F)c(F)c2F)c1)N1C[C@@H]2C[C@@H](C1)c1cccc(=O)n1C2,i,i,i,i,i,i,i,i,i,i,i
COc1ccsc1C(=O)N1CCN(Cc2ccc3c(c2)OCO3)CC1,i,i,i,i,i,i,i,i,i,i,i
O=C(C1COc2ccccc2O1)N1CCN(c2ccccc2Cl)CC1 (stereo not given),i,i,i,i,i,i,i,i,i,i,i
C/C=C/c1ccc(OCC(=O)Nc2cc(C(F)(F)F)ccc2N2CCOCC2)c(OC)c1,i,i,i,i,i,i,i,i,i,i,i
O=C(NP(=O)(N1CCCC1)N1CCCC1)C1=C(N2CCOCC2)/C(=C/c2cccc([N+](=O)[O-])c2)CC1,i,i,i,i,i,i,i,i,i,i,i
CC(C)Sc1nc2c([nH]c3ccccc32)c(=O)n1C,i,i,i,i,i,i,i,i,i,i,i
COc1ccc(Cl)cc1NC(=O)Nc1ccc(C(=O)N2CCCC2)cc1,i,i,i,i,i,i,i,i,i,i,i
COc1ccc(C(C(=O)NC2CCCCC2)N(C(=O)c2ccco2)c2ccccc2C(C)=O)cc1 (stereo not given),i,i,i,i,i,i,i,i,i,i,i
O=C(NCc1ccccn1)C(F)(F)C(F)(F)C(=O)NCc1ccccn1,i,i,i,i,i,i,i,i,i,i,i
CCOc1ccccc1C1C(C(=O)OC)=CN(C)C=C1C(=O)OC,i,i,i,i,i,i,i,i,i,i,i
O=C(Nc1cccnc1)c1ccc(NS(=O)(=O)c2cc([N+](=O)[O-])ccc2Cl)cc1,i,i,i,i,i,i,i,i,i,i,i
Cc1cc(NC(=O)c2cccc(C)c2[N+](=O)[O-])no1,i,i,i,i,i,i,i,i,i,i,i
CN(Cc1c(F)cccc1Cl)C(=O)CNC(=O)c1cccs1,i,i,i,i,i,i,i,i,i,i,i
Cc1cccc(C)c1OCC(=O)N/N=C/c1ccc2c(c1)OCO2,i,i,i,i,i,i,i,i,i,i,i

# (next part)
SMILES,MrgX1 agonist,TRPC6 activator,TRPC6 inh,MrgX1 allo act,MrgX1 antag,TRPC4 block,ANO1 block,RGS4 block,TRPC4 act,TRPC4 potent,TMEM16A act
COc1ccc(Nc2ncnc3sc(-c4ccccc4)cc23)c(OC)c1,i,i,i,i,i,i,i,i,i,i,i
COc1ccccc1N1CCN(C2CCCN(Cc3ccccc3OCCO)C2)CC1 (stereo not given),i,i,i,i,i,i,i,i,i,12*,i
Cc1nnc(SCC(=O)Nc2sc3c(c2C(=O)c2ccccc2)CCCC3)s1,i,i,i,i,i,i,i,i,i,i,i
Cc1ccc(SC(C)C(=O)N2CCCC2)cc1 (stereo not given),i,i,i,i,i,i,i,i,i,i,i
O=C(O)c1cc(-c2ccc(/C=C3\NC(=O)N(c4ccc(Cl)cc4)C3=O)o2)ccc1Cl,i,i,i,i,i,i,i,i,i,i,i
CN(Cc1cn[nH]c1-c1ccc(-c2ccccc2)cc1)CC1CCOCC1,i,i,i,i,i,i,i,i,i,i,i
C=CCN(Cc1ccc(OC)c(OC)c1)C(=O)c1cc2cc(F)ccc2[nH]1,i,i,i,i,i,i,i,i,i,i,i
C/C(CC(=O)Nc1ccc(C)c(Cl)c1)=N\NC(=O)c1cccc(O)c1,i,i,i,i,i,i,i,i,i,i,i
CC(CCO)Nc1nc2c(c(=O)n(C)c(=O)n2C)n1Cc1cccc(Br)c1 (stereo not given),i,i,i,i,i,i,i,i,i,i,i
Cc1ccccc1-n1c(SCC(=O)NCC2CCCO2)nc2c([nH]c3ccccc32)c1=O (stereo not given),i,i,i,i,i,i,i,i,i,i,i
O=C(Nc1nnc(S(=O)(=O)N2CCCCCC2)s1)c1ccccc1Cl,i,i,i,i,i,i,i,i,i,i,i
O=C1c2ccccc2C(=O)C12OC2c1cccc2ccccc12 (stereo not given),i,i,i,i,i,i,i,i,i,i,i
Fc1ccccc1-n1c(-c2ccc3ccccc3n2)n[nH]c1=S,i,i,i,i,i,i,i,i,i,i,i
CCOC(=O)Cn1cc(C#N)c2cccc(CC)c21,i,i,i,i,i,i,i,i,i,i,i
CC[C@H](C)NC(=O)CCCCCn1c(=S)[nH]c2c([nH]c3ccc(OC)cc32)c1=O,i,i,i,i,i,i,i,i,i,i,i
CN1CCN(C(=S)Nc2cccc(S(=O)(=O)N(C)C)c2)CC1,i,i,i,i,i,i,i,i,i,i,i
COc1ccc2c(c1)c(CC(=O)O)c(C)n2C(=O)c1ccc(Cl)cc1,i,i,i,i,i,i,i,i,i,i,i

# At a glance, part of the list above.
SMILES,MrgX1 agonist,TRPC6 activator,TRPC6 inh,MrgX1 allo act,MrgX1 antag,TRPC4 block,ANO1 block,RGS4 block,TRPC4 act,TRPC4 potent,TMEM16A act
COc1cccc(S(=O)(=O)NCc2ccc(C(=O)N3CCN(Cc4ccccc4)CC3)cc2)c1,i,i,i,i,i,i,i,i,i,i,i
c1ccc(-c2nc3c(ccc4ccccc43)[nH]2)nc1,i,i,-6.2*,6.8*,i,i,i,i,i,i,i
